Bioassay records deposited in PubChem BioAssay by several laboratories.
Rad51 HR inh = Rad51 (human) homologous recombination inhibition; Q06609; hRad51 DNA strand exchange, fluorescence dequenching; inhibition, % at 10 µM; 200,000 tested, 0.085% active; AID 1385;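 active = inhibition above 40% at the single screening dose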;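 also: 0% = DMSO control wells and 100% = blanks with heterologous ssDNA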
Target sequence (Q06609 whole entry, looked up): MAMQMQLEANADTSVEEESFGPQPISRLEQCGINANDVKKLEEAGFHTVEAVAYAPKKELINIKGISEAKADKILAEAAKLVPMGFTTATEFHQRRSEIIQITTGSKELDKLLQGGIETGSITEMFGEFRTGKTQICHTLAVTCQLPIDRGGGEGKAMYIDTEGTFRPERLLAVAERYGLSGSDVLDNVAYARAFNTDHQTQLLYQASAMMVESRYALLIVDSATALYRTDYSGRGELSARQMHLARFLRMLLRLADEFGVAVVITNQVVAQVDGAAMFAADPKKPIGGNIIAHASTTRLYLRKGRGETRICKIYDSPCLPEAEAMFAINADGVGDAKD
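Test system – preformed human Rad51 ssDNA filaments · Reagent – Donor/quencher-labelled 47-bp dsDNA substrate · Incubation – 37 °C 15-min filament assembly, 30-min compound preincubation, 15-min exchange · Signal – FRET fluorescence dequenching, excitation 485 nm, emission 520 nm · Read-out – percent inhibition from fluorescence, normalised to plate control and blank means · Benchmarks – plate control and blank wells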
TNF necrop inh = blocks TNF-alpha induced death of Jurkat FADD-/- cells. Jurkat FADD-/- TNF necroptosis rescue, ATP luminescence, 24 h; 0 = TNF only, 100 = no-TNF cells. activation (protection from cell death), % at 10 µM. 220,000 tested, 0.068% active;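 active = activation, meaning protection from cell death, of at least 50% relative to plate controls; inactive = activation below 50%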;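 also: necroptosis triggered by 40 ng/mL TNF-alpha added together with compound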
EBV gp42 inh = EBV gp42 inhibition | Q1HVG2 | Fluorescence polarization binding assay, mP read-out | inhibition, % (tested at 21.74 µM) | 220,000 tested, 0.42% active; in the data active = inhibition above about 50%
Target sequence (Q1HVG2 whole entry, looked up): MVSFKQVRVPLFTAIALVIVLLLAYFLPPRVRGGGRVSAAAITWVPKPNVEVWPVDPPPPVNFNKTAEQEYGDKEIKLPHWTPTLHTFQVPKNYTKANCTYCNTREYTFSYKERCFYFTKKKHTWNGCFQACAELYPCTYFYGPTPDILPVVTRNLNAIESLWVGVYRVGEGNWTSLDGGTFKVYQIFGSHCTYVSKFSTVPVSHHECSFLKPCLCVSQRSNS
m-calpain inh = blocks pig calpain II enzyme activity. purified calpain II, fluorogenic peptide substrate, 30 min. inhibition, % at 16 µM. 220,000 tested, 0.37% active;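 active = inhibition above about 50%, limit read from the data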
L929 necroptosis = blocks zVAD induced death of L929 cells. viability rescue, % at 10 µM. L929 zVAD necroptosis rescue, ATP luminescence, 24 h; with zVAD 60 µM. 220,000 tested, 0.38% active;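 active = activation, scaled between plate controls, above about 75%, limit read from the data; inactive = activation under that limit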;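 also: 0% = zVAD with DMSO and 100% = DMSO alone without zVAD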
PERK inh = inhibitors of human PERK kinase; Q9NZJ5; inhibition, % at 5.6 µM; 220,000 tested, 0.17% active; CHO PERK-DD fusion, SEAP luminescence translation reporter;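 active = inhibition above the mean inhibition of all tested compounds plus 3 SD, set separately per screening campaign, cut at about 2.9% in these data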;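 also: PERK kinase domain activated by AP20187 dimerizer at 100 nM; 0% = DMSO with dimerizer and 100% = rapamycin at 8.4 µM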
eIF4E 4G PPI = blocks eIF4E binding to eIF4G; P63073+Q04637; TR-FRET eIF4E-eIF4GI(517-606) binding, 2 h; inhibition, % at 21.7 µM; 220,000 tested, 0.37% active; AID 782;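 active = inhibition above about 30%, limit read from the data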;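 also: 0% = full FRET control wells and 100% = background wells lacking eIF4GI fragment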
MDM2 E3 inh = Mdm2 E3 ligase (human) inhibition | Q00987 | cell-based MDM2 ubiquitination luciferase reporter, 2 h; 0 = plate control, 100 = twice control, blank-subtracted | signal enhancement, % at 5 µM | 210,000 tested, 0.11% active | AID 1230;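 active = signal enhancement of 30% or more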;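 also: luminescence tracks abundance of the self-degrading MDM2-luciferase fusion protein; higher signal means inhibition of MDM2 E3 ligase activity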
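Assay system: stable mammalian line carrying autodegrading MDM2–luciferase fusion reporter; amount: 2000 cells seeded into each well; buffer or medium: DMEM; benchmarks: plate control and blank wells; signal: luciferase luminescence; timing: 2 h compound exposure at 37 °C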
Cl transport mod = modulates chloride dependent transport by human KCC2; KCC2 cells, thallium flux FluoZin-2 fluorescence; B-score of Tl+ flux slope (higher = more flux/activation; lower = inhibition) at 10 µM; Q9H2X9; 190,000 tested, 2.2% active;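 active = thallium flux slope and its plate-corrected score both differing from the plate sample mean at a set confidence after two filtering rounds, in either direction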;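 also: slope of fluorescence scaled to starting intensity during 10 to 20 s after thallium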
Numbers without * were called inactive; i = inactive; x = not tested or not shown; [ ] = remark or other dose.

smiles	Rad51 HR inh	TNF necrop inh	EBV gp42 inh	m-calpain inh	L929 necroptosis	PERK inh	eIF4E 4G PPI	MDM2 E3 inh	Cl transport mod
CC(NC(=O)Cc1ccc(F)cc1)c1ccccc1 (centres undefined)	6	21	1	-21	0.8	1.3	-1	-12	0.058
CC1Cc2nc(SCC(=O)Nc3ccc4c(c3)OCO4)n(CCc3ccccc3)c(=O)c2S1 (centres undefined)	-5	2.0	1	-54	0.4	-0.2	4	-3	-4*
O=C(CC12CC3CC(CC(C3)C1)C2)NC(=S)NCc1ccco1	16	-0.6	-4	22	5.0	0.9	1	-9	0.49
COc1nc(C)ccc1-c1noc(-c2ccncc2)n1	-4	-3.9	-7	0	-0.2	0.7	4	-8	-0.58
Cc1onc(-c2ccccc2)c1C(=O)NNC(=S)NC(=O)c1ccc(F)cc1	2	2.2	-19	14	1.1	0.1	-10[fluorescence artefact?]	-6	8.5*
O=C(/C=C/c1c(Cl)cccc1Cl)n1cccn1	0	-3.2	2	-14	-0.3	0.7	3	-5	0.37
COc1ccc(/C=N/N2CCOCC2)cc1Cn1cc([N+](=O)[O-])cn1	16	5.4	-25	1	-0.3	0.0	1	-5	i
CCN(CC)CCNC(=O)c1ccc(NC(=O)c2c(F)cccc2Cl)cc1	4	-0.1	-1	13	5.4	-0.2	1	-3	0.1
COCCNC(=O)c1sc2ncn(CC(=O)N3CCCCC3)c(=O)c2c1C	15	2.1	0	12	1.9	0.4	-1	-9	-0.02
C[C@@H]1CC=C[C@H]2[C@H]1C(=O)N(Cc1ccccc1)[C@H]2c1ccc(-c2cc3ccccc3s2)cc1F	x	2.2	-14	-24	1.6	x	-3	9	0.33
COC(=O)c1c(C)nc(C)c(C(=O)OC)c1-c1ccsc1	-8	0.8	-7	-11	0.5	0.5	1	0	0.98
CC(C)N(Cc1nc(-c2ccc(Cl)cc2)no1)C(=O)C(c1ccccc1)c1ccccc1	-7	3.2	-2	41	-0.1	-1.0	-2	-16	0.22
COc1ccccc1OCCSc1nc2ccccc2n1CCO	4	1.1	-17	-19	5.4	0.1	1	3	-0.83
CCOC(=O)C(c1ccccc1)N1CCN(c2ccc(OC)cc2)CC1 (centres undefined)	-1	0.3	-14	-18	-1.1	0.3	1[fluorescence artefact?]	-7	0.13
CCc1ccccc1NC(=O)Nc1ccc(F)cc1	x	2.8	-13	-1	2.2	0.7	1	-8	-0.057
Cc1cccc(C(=O)c2c(N)sc3c2CCCC3)c1	-18	1.0	-18	9	-0.2	-0.4	4[fluorescence artefact?]	-14	1.3
Cc1nc2ccc(C(=O)O)cc2c2c1CC(C)S2 (centres undefined)	-11	-0.6	6	-223	-0.4	2.5	3	-5	x
COc1ccc(CCNC(=O)CN(C)S(=O)(=O)c2cccs2)cc1OC	2	-1.5	10	9	-0.3	0.3	2	-17	1.3
Cc1ccc(-c2nn3c(C)nnc3s2)cc1NC(=O)C(C)C	4	-0.1	-12	-13	0.3	0.0	0[fluorescence artefact?]	-12	0.4
COc1ccc(N=Cc2c(O)n(-c3cccc(C)n3)c(=O)c3ccccc23)cc1	x	-2.6	-2	15	x	-1.5	5[fluorescence artefact?]	-12	-0.86
NC(=O)COC(=O)CC(NC(N)=O)c1ccc(Cl)cc1 (centres undefined)	-7	0.7	-4	-9	1.1	0.2	4	-15	0.43
CC(=O)Nc1ccc(S(=O)(=O)n2nc(-c3ccc(C)cc3)nc2N)cc1	-16	-3.3	-2	0	0.2	-2.0	-2	-2	-0.056
Cn1c(=O)n(C)c2cc(NC(=O)CCl)ccc21	2	4.1	-16	6	83*	0.6	-1	-27	0.92
Cc1ccc(C(=O)c2c[nH]c(C(=O)NCc3cccnc3)c2)cc1	-10	-6.6	6	25	-0.2	-0.6	1	-8	-0.54
O=C(NCc1ccco1)c1ccccc1NS(=O)(=O)c1ccc(Cl)s1	4	-1.8	-14	-119	0.9	0.1	-1[fluorescence artefact?]	-6	x
COc1ccc(CN2CCc3cc(OC)c(OC)cc3C2)cc1O	10	0.4	-9	25	2.0	1.0	0	-5	-0.75
Cc1ccc2c(N)[nH]nc2n1	-4	1.3	-13	-9	11	0.6	2	8	0.17
CCNc1nnc(-c2ccc(C)cc2)o1	2	-1.1	-17	-1	0.8	0.4	-2[fluorescence artefact?]	-24	2.1
O=C1N/C(=N\N=C\c2cccs2)SC1Cc1ccc(Cl)c(Cl)c1 (centres undefined)	-1	-0.3	1	27	3.7	0.7	4	2	-0.19
COc1ccc(OC)c(NC(=S)NCCC(c2ccccc2)c2ccccc2)c1	2	-12	x	x	-0.1	0.6	x	x	-0.078
Cc1ccc(NC(=O)CSc2nnc(C3COc4ccccc4O3)o2)c(Cl)c1 (centres undefined)	9	1.3	7	-14	2.0	0.6	2	-22	-0.08
CCOc1ccc2nc(NC3=NC(c4ccc(OC)cc4)CC(=O)N3)nc(C)c2c1 (centres undefined)	x	-24	-120	-105	0.4	-0.8	-106[fluorescence artefact?]	6	0.034
C=CCN(CC(=O)NCc1ccc(OC)cc1)C(=O)c1csnn1	3	-2.0	-13	-29	-0.4	-0.4	2[fluorescence artefact?]	-18	0.23
C=CCN1C(=O)C(Cc2ccc(OC)cc2)SC1=Nc1ccc(C(=O)O)cc1 (centres undefined)	-19	1.1	-12	-8	0.3	0.1	8	-5	0.054
CCC1=NN(C(=O)CCc2ccc3c(c2)OCO3)C(O)(C(F)(F)F)C1 (centres undefined)	-3	0.4	-11	-15	5.8	0.7	2	1	-0.57
CSc1nc(Sc2cccc(Cl)c2)c2ccccc2n1	-7	-2.8	-17	3	-0.1	0.9	-11	-18	x
CCOCCCNC(=S)Nc1ccc(Br)cc1Cl	-1	-3.7	-12	-8	-0.7	1.2	1	-10	0.99
Cc1cc(=O)oc2cc(OCc3ccc(C(=O)OCC(=O)Nc4ccc(N(C)C)cc4)cc3)ccc12	-2	-2.9	-11	-64	0.9	-0.2	16	-1	-0.15
O=C(Nc1ccccc1C(=O)NCc1ccccc1)c1ccccc1Br	1	20	-1	8	0.8	-0.1	1	-3	-0.89
COc1ccccc1NC(=O)C/C(C)=N/NC(=O)C12CC3CC(CC(C3)C1)C2	x	1.3	-4	7	0.5	1.9	-1	-12	-0.17
CC(=O)Nc1ccc(/C(C)=N/Nc2nc(N3CCOCC3)nc(N3CCOCC3)n2)cc1	5	2.5	-7	28	1.7	0.5	-2	-13	-0.64
CCOC(=O)N1CCN(C(=O)c2ccc(S(=O)(=O)NCc3ccco3)cc2)CC1	-1	-0.6	0	-14	-1.3	0.6	-2	-11	0.52
COC(=O)c1ccc(-c2noc(CN(C)CCC3CCCCO3)n2)cc1 (centres undefined)	18	0.3	4	10	0.2	1.8	-1	-1	0.022
Cc1ccc(C(=O)OCC(=O)NCc2cccs2)cc1	-4	0.8	-13	-7	0.2	0.7	10	-1	0.63
CCOc1ccccc1-n1nnnc1SC(C)C(=O)OC (centres undefined)	0	-0.1	-3	-15	1.2	0.0	0	-10	-1.1

Ordered by heavy-atom count (high to low): part of the list above
smiles	Rad51 HR inh	TNF necrop inh	EBV gp42 inh	m-calpain inh	L929 necroptosis	PERK inh	eIF4E 4G PPI	MDM2 E3 inh	Cl transport mod
CCOc1ccc2nc(NC3=NC(c4ccc(OC)cc4)CC(=O)N3)nc(C)c2c1 (centres undefined)	x	-24	-120	-105	0.4	-0.8	-106[fluorescence artefact?]	6	0.034
Cc1ccc(NC(=O)CSc2nnc(C3COc4ccccc4O3)o2)c(Cl)c1 (centres undefined)	9	1.3	7	-14	2.0	0.6	2	-22	-0.08
O=C(Nc1ccccc1C(=O)NCc1ccccc1)c1ccccc1Br	1	20	-1	8	0.8	-0.1	1	-3	-0.89

More records.
smiles	Rad51 HR inh	TNF necrop inh	EBV gp42 inh	m-calpain inh	L929 necroptosis	PERK inh	eIF4E 4G PPI	MDM2 E3 inh	Cl transport mod
CCCCOCCCNC1=NCCCCC1	1	-3.1	-11	26	0.0	-0.1	1	-11	0.78
O=C(CSc1ccc(-c2ccco2)nn1)NCc1ccc(Cl)cc1	2	2.2	1	-24	0.1	0.5	2	-14	-1.9
O=S(=O)(Nc1cccnc1)c1ccc2c(c1)OCCO2	2	1.2	-6	-21	0.8	1.9	-1[fluorescence artefact?]	8	0.75
O=C(COC(=O)c1cc2ccccc2oc1=O)Nc1cccc(S(=O)(=O)N2CCCCCC2)c1	x	1.2	5	-6	1.7	1.6	0[fluorescence artefact?]	5	-0.64
CC1CCc2nn(CC(=O)N3CCCCCC3)cc2C1 (centres undefined)	0	-0.1	-17	-18	-0.3	-0.8	77*[fluorescence artefact?]	-9	0.68
O=C1CSC(c2cccnc2)N1c1cccc(Cl)c1 (centres undefined)	9	0.6	-7	9	0.3	0.2	2	-6	-0.029
CC[N+]1(CC(O)COC2CC(C)CC(C)(C)C2)CCOCC1 (centres undefined)	1	1.7	-34	-10	0.1	1.2	-9	x	1.3
COc1cccc(/C=N/n2cnc3ccccc32)c1OC	-5	-0.6	-19	-179	0.5	0.2	-3	-29	-0.16
Cc1noc(C)c1C(=O)OC(C(=O)NC1CCCC1)c1ccc(F)cc1 (centres undefined)	1	-1.2	-4	4	0.0	-0.9	2[fluorescence artefact?]	-23	1.1
CCOC(=O)C1=C(O)/C(=C\c2cccs2)N=C1C	x	-0.6	1	12	x	-0.8	0	-7	-2.3
CCCN1C(=O)C(O)(CC(=O)c2ccc3c(c2)OCCO3)c2ccccc21 (centres undefined)	22	-1.3	-16	-15	-0.5	-0.6	-2	-9	0.24
COc1cccc(N2CCN(c3ccc(N4C(=O)CCC4=O)cc3[N+](=O)[O-])CC2)c1	25	-0.1	5	-25	2.6	0.7	1	-6	0.5
